Source: PubChem BioAssay
MOR-DOR inv ag: inverse agonists of MOR-DOR heterodimerization, primary screen, cell-based, luminescence; inhibition, % at 9.3 µM; 0.21% of 340,000 active; Mu-type opioid receptor (Homo sapiens) + Delta-type opioid receptor (Homo sapiens), …; cell-based MOR-DOR heterodimer luminescence, inverse agonism; AID 504357, 2011; in the data active means inhibition above about 22%, passing the limit was not always enough;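 further: 0% = cells with DMSO and 100% = wells without cells with DMSO; values of inactives mirror those of a sister screen read the other way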
PfHsp90 set2: growth inhibition of PfHsp90-expressing yeast, primary screen, antimalarial PfHsp90 inhibitor project, S. cerevisiae, BacTiter-Glo luminescence, single point, set 2. BacTiter-Glo ATP, 48 h; yeast lacking PDR1 and PDR3 efflux regulators. inhibition, % at 9.4 µM. 0.32% of 310,000 active. AID 504621, 2011;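 active means every replicate shows inhibition above about 80%, whatever the replicate mean, limit read from the data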;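 further: 0% = DMSO neutral controls and 100% = 20 µM radicicol positive controls; yeast relying on Plasmodium falciparum Hsp90 in place of its own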
Ecoli viability: E. coli V3065 growth inhibition, primary screen, counter-screen for AddAB inhibitor project, absorbance, OD600; 18 h; inhibition, % at 11.9 µM; 0.27% of 330,000 active; AID 449728, 2010;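 active means inhibition above the campaign's mean inhibition across all tested compounds plus 3 SD, cut at about 9.9% in these data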;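 further: uninfected addAB+ strain grown without phage in ampicillin broth; 0% = DMSO wells and 100% = ciprofloxacin 0.95 µg/ml wells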
PKA-R1A act: activators of PKA-R1A holoenzyme, primary screen, biochemical, fluorescence polarization, Cy5-IP20, bovine R1A, mouse PKAc. 0.083% of 340,000 active. activation, % at 11.4 µM. AID 504707, 2011. PKA-R1A dissociation; scaled: DMSO 0%, 113 µM cGMP 100%;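 active means percent activation above the mean of all tested compounds plus 3 SD, cut at about 19% in these data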;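 further: higher means more PKAc released from R1A so a rise in polarization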
DSG3 Ab inh: inhibitors of pemphigus antibody binding to DSG3, primary screen, biochemical, bead-based, flow cytometry, scFv-GFP | Desmoglein-3 (Homo sapiens), P32926 | DSG3-coupled beads, scFv-anti-DSG3-GFP binding; hits give low values | binding (percent of control), % at 10 µM | 0.48% of 310,000 active;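 active means binding more than 3 SD below its plate's average and above zero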;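 further: hits lower antibody fragment binding to DSG3; some compounds called inactive have numbers as strong as hits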
Target sequence (P32926 whole entry, looked up, the tested form may be a part): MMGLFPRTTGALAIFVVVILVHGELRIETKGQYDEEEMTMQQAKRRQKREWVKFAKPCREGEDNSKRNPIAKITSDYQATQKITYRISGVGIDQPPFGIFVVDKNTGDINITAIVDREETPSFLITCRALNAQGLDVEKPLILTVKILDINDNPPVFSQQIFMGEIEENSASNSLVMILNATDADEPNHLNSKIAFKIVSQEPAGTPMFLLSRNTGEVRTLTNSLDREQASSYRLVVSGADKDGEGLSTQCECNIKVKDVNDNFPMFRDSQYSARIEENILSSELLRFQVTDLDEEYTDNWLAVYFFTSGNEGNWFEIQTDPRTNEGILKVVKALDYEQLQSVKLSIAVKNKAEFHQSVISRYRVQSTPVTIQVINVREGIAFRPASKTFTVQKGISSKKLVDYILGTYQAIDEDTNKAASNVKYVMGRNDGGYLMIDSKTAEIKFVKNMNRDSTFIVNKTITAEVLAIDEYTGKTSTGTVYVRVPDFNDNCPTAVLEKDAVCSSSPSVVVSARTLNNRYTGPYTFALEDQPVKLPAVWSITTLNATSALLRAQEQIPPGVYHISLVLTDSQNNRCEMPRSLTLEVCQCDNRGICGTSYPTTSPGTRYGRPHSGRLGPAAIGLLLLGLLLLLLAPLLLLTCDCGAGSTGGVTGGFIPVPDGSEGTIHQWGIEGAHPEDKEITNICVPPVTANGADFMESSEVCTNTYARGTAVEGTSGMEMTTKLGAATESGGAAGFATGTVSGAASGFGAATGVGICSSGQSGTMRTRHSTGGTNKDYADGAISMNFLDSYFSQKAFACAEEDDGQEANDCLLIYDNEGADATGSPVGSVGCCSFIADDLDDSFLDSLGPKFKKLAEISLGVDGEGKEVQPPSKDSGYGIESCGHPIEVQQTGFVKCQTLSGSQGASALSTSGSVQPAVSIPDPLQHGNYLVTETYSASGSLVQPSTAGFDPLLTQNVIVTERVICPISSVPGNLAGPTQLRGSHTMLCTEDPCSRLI
MOR-DOR ag: agonists of OPRM1-OPRD1 heterodimerization, primary screen, cell-based, luminescence | activation, % at 9.3 µM | AID 504326, 2011 | cells | 0.3% of 340,000 active | Mu-type opioid receptor (Homo sapiens) + Delta-type opioid receptor (Homo sapiens), …; in the data active means activation above about 18%;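 further: 0% = vehicle-treated cells and 100% = reference agonist; values of inactives mirror those of a sister screen read the other way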
HTR5A inv ag: HTR5A inverse agonists in luminescence cell assay, primary screen, counter-screen for OPRM1-OPRD1 heterodimer inverse agonist project, full-deck HTS | 5-hydroxytryptamine receptor 5A (Homo sapiens), P47898 | HTR5A cell line, inverse agonism | inhibition, % at 9.3 µM | 0.083% of 340,000 active; in the data active means inhibition mostly above about 23%, no sharp cut-off; inactive means mostly below about 18%;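 further: 0% = cells with DMSO and 100% = no-cell wells with DMSO; some compounds called inactive have numbers as strong as hits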
SUMO Mot1 rescue: yeast Mot1-301 growth rescue at high temperature, primary screen, SUMOylation pathway inhibitor project, S. cerevisiae, ATP luminescence, 38.5C; growth rescue, % at 18.8 µM; 1% of 320,000 active; S. cerevisiae Mot1-301 growth rescue; percent above DMSO median, 100 means doubled;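 active means every valid replicate shows activation above 250% relative to neutral control wells; inactive means the rest, any valid replicate at or below 250%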;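 further: OY570 slx delta 5 strain wells were the positive control but not used for scaling; some compounds called inactive have numbers as strong as hits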
HTR5A ag: HTR5A agonists in luminescence cell assay, primary screen, counter-screen for OPRM1-OPRD1 heterodimer agonist project, full-deck HTS; 5-hydroxytryptamine receptor 5A (Homo sapiens), P47898; cell-based; activation, % at 9.3 µM; 0.61% of 340,000 active; in the data active means activation mostly above about 9.5%, no sharp cut-off; inactive means mostly below about 7.6%;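 further: 0% = cells with vehicle only and 100% = reference agonist; strong numbers were not always called active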
AddAB inh: growth inhibition of E. coli expressing H. pylori AddAB, primary screen, AddAB inhibitor project, absorbance; inhibition, % at 11.9 µM; 0.29% of 330,000 active; in the data active means inhibition above about 12%;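 further: 0% = vehicle wells of infected cells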
phage Ecoli inh: growth loss of phage-infected E. coli, primary screen, RecBCD inhibitor project, absorbance, with phage, HTS; inhibition, % at 11.9 µM; 0.26% of 360,000 active; AID 651602, 2012; in the data active means inhibition above about 11%
Numbers without * were called inactive; / = not tested or not shown.

SMILES	MOR-DOR inv ag	PfHsp90 set2	Ecoli viability	PKA-R1A act	DSG3 Ab inh	MOR-DOR ag	HTR5A inv ag	SUMO Mot1 rescue	HTR5A ag	AddAB inh	phage Ecoli inh
O=C(CSc1nc2ccccc2[nH]1)N1CCN(S(=O)(=O)c2ccc(Cl)cc2)CC1	-16	-39	1.3	-7	101	2.7	-19	-9	5	0.4	3.4
CCOc1cc(Br)c(C(=O)O)cc1OC	-22	-48	-0.4	-6	103	4.1	13	-4	-2	-0.3	1.3
Cc1csc(=O)n1CC(=O)OCC(=O)c1c(N)n(CC(C)C)c(=O)n(C)c1=O	-4	20	-1.1	-6	94	0.5	9	19	-3	1.3	2.9
CCCN1CCC(NC(=O)C2CC=CCC2C(=O)O)CC1 (configuration not stated)	10	3	0.0	-3	/	-2.0	-33	-1	0	-1.4	2.7
CCCCN(c1ccccc1)S(=O)(=O)c1cccc(C(=O)Nc2c(C)n(C)n(-c3ccccc3)c2=O)c1	-15	-8	/	-3	103	3.9	-5	/	2	/	0.7
CCOc1ccc2[nH]c(C(=O)N/N=C/c3cc(OC)c(OC)c(OC)c3)cc2c1	1	-5	0.8	-5	106	-0.3	-2	-14	0	1.2	3.0
Cc1ccc(NCc2nnc(SCC(=O)NCc3ccco3)n2CC2CCCO2)cc1Cl (configuration not stated)	4	1	-0.8	-6	102	-0.7	1	2	5	0.9	-0.6
O=C1NC2(c3ccccc3)NC(=O)NC2(c2ccccc2)N1 (configuration not stated)	3	-64	/	10	116	-0.6	0	/	0	/	3.1
CCOC(=O)Cn1c(=O)n(Cc2ccc(C)cc2)c(=O)c2cccnc21	21	8	-1.3	2	91	-4.7	-9	-8	3	0.2	1.8
CC(C)CNC(=O)CSc1ccc(Cl)cc1	2	-12	-3.0	9	94	-0.5	-1	4	0	-1.3	2.1
Cc1onc(-c2ccccc2)c1C(=O)N/N=C/c1cn(C)c2ccccc12	22	10	-0.2	3	124	-4.5	-29	-10	-2	1.0	4.0
Cc1ccc2nc(-c3ccc(NC(=O)COC(=O)c4ccco4)cc3)sc2c1	-2	-16	-2.4	9	98	0.4	18	7	3	2.5	2.9

Complete entries, quoted from the list. Screens in order: MOR-DOR inv ag, PfHsp90 set2, Ecoli viability, PKA-R1A act, DSG3 Ab inh, MOR-DOR ag, HTR5A inv ag, SUMO Mot1 rescue, HTR5A ag, AddAB inh, phage Ecoli inh
O=C(CSc1nc2ccccc2[nH]1)N1CCN(S(=O)(=O)c2ccc(Cl)cc2)CC1 as listed: -16, -39, 1.3, -7, 101, 2.7, -19, -9, 5, 0.4, 3.4
Cc1ccc2nc(-c3ccc(NC(=O)COC(=O)c4ccco4)cc3)sc2c1 as listed: -2, -16, -2.4, 9, 98, 0.4, 18, 7, 3, 2.5, 2.9
CCOc1ccc2[nH]c(C(=O)N/N=C/c3cc(OC)c(OC)c(OC)c3)cc2c1 as listed: 1, -5, 0.8, -5, 106, -0.3, -2, -14, 0, 1.2, 3.0
CCCN1CCC(NC(=O)C2CC=CCC2C(=O)O)CC1 (configuration not stated) as listed: 10, 3, 0.0, -3, /, -2.0, -33, -1, 0, -1.4, 2.7

New compounds follow
SMILES	MOR-DOR inv ag	PfHsp90 set2	Ecoli viability	PKA-R1A act	DSG3 Ab inh	MOR-DOR ag	HTR5A inv ag	SUMO Mot1 rescue	HTR5A ag	AddAB inh	phage Ecoli inh
COCCNC(=O)Cn1cc(C(=S)N2CCOCC2)c2ccccc21	-10	/	0.7	-3	107	1.9	17	1	1	1.4	2.5
Cc1ccc2c(c1)nnn2C1CCN(CC(=O)Nc2ccccc2N2CCOCC2)CC1	-5	-22	-4.9	9	108	0.8	-2	0	-4	-1.5	/
CSCCC1NC(=O)N(CC(=O)Nc2ccc(-c3ccccc3)cc2)C1=O (configuration not stated)	11	2	2.0	-9	87	-2.2	-27	-5	-1	4.2	2.4
CSc1ccc(/C=N/NC(=O)c2cccc(O)c2)cc1	6	-4	-2.3	-2	108	-1.4	-24	-6	10	0.8	1.0
COc1ccc(OCc2nn3c(-c4ccco4)nnc3s2)cc1	17	-3	0.7	0	/	-4.1	-3	-9	4	3.2	2.7
CCn1c(=S)[nH]c2cc(C(=O)OC)ccc2c1=O	-2	/	0.4	-12	/	0.3	-5	-21	2	-0.1	2.4
COc1ccc(CCNC(=O)c2ccnc(C(C)(C)C)c2)cc1OC	4	-11	4.0	-3	/	-0.8	-10	-6	-4	1.6	0.9
Cc1ccc2cc(CN(Cc3ccccc3)Cc3nnnn3C3CCCC3)c(=O)[nH]c2c1	-84	/	0.1	-7	96	14	-5	-10	2	-1.6	2.5
CN(C(=O)CCc1ccccc1)c1nnc(-c2ccncc2)s1	4	6	0.7	-17	98	-0.7	-1	-9	0	0.2	2.6
CNC(=S)N/N=C/c1cc(C)n(-c2ccc(Cl)c(Cl)c2)c1C	20	-3	1.7	-1	/	-4.2	-4	1	-4	2.4	3.5
CNc1c(NS(=O)(=O)c2ccc(C3CCCCC3)cc2)c(=O)oc2ccccc12	3	21	1.9	-15	/	-0.5	11	-13	4	4.2	0.8
COC(=O)COc1ccsc1C(=O)OC	0	-8	-1.7	-15	104	0.1	-2	-11	2	0.6	2.8
O=C(NCc1ccco1)c1ccc2ccccc2c1	-12	-4	3.4	-11	96	1.9	-9	7	4	2.5	4.5
O=S(=O)(c1cccc(C(F)(F)F)c1)N1CCC(c2nc3ccccc3[nH]2)CC1	10	1	-0.8	-14	102	-1.7	-11	-7	5	3.3	1.5
COc1ccc(NS(=O)(=O)c2ccc3c(c2)Cc2ccccc2-3)cn1	-32	-69	1.4	-1	105	5.5	-2	-26	9	1.8	1.9
Cc1cc(C)c(C#N)c(N2CCN(C(=O)C3COc4ccccc4O3)CC2)n1 (configuration not stated)	10	-9	0.9	-13	102	-2.3	10	-23	-4	0.3	-2.1
COc1cccc(CSc2nnc(CSc3nc4nc(C)cc(C)n4n3)s2)c1	8	4	0.1	-2	102	-1.4	8	-8	8	1.8	0.7
CC(=O)c1ccccc1NC(=O)CCN1C(=O)C2CCCCC2C1=O (configuration not stated)	6	/	-1.4	6	99	-1.2	-4	-15	1	0.6	2.2
Cc1ccc(C)c(N/C(N)=N/c2nc(C)cc(C)n2)c1	4	2	2.9	1	119	-0.6	9	8	-1	2.9	6.1
COc1cc2cc(C(=O)N(C)Cc3ccccc3)[nH]c2cc1OC	-5	-31	/	7	85	1.1	4	1	-1	/	1.7
COC(=O)/C=C1\SC(=NC(=O)c2cccc(Cl)c2)NC1=O	-18	15	1.9	11	94	2.7	-34	163	-2	3.2	1.2
CN(c1ccc(C(=O)N2CCCCC2)cc1)S(=O)(=O)c1ccccc1	1	5	0.2	2	110	-0.2	5	22	3	-0.3	1.2
c1ccc(CN2CCN(C(c3ccccc3)c3nnnn3Cc3ccccc3)CC2)cc1 (configuration not stated)	8	-3	-1.5	12	102	-1.6	-6	16	-3	-1.6	2.1
COc1cc(C(C[N+](=O)[O-])c2c(C)[nH]c3ccccc23)ccc1O (configuration not stated)	12	23	-1.0	2	116	-2.3	2	8	-2	-1.6	3.2

Next part, starting with the last 2 of the part before.
SMILES	MOR-DOR inv ag	PfHsp90 set2	Ecoli viability	PKA-R1A act	DSG3 Ab inh	MOR-DOR ag	HTR5A inv ag	SUMO Mot1 rescue	HTR5A ag	AddAB inh	phage Ecoli inh
c1ccc(CN2CCN(C(c3ccccc3)c3nnnn3Cc3ccccc3)CC2)cc1 (configuration not stated)	8	-3	-1.5	12	102	-1.6	-6	16	-3	-1.6	2.1
COc1cc(C(C[N+](=O)[O-])c2c(C)[nH]c3ccccc23)ccc1O (configuration not stated)	12	23	-1.0	2	116	-2.3	2	8	-2	-1.6	3.2
O=C(CN1CCN(Cc2ccc3c(c2)OCO3)CC1)Nc1ccc(N2CCOCC2)cc1	14	9	0.5	5	94	-2.7	8	5	-1	-0.6	2.9
N#CC[C@H](Cc1ccccc1)N1CCN(Cc2ccccc2)CCC1=O	4	-13	-1.8	4	105	-0.6	30	-1	-11	3.1	-2.4
Cc1cc(O)c(C(=O)/C=C/c2ccccc2Br)c(=O)o1	6	11	0.3	5	115	-1.2	3	-12	-1	5.0	0.3
CN1c2ccccc2C(C)(C)C12CC(c1cccc(S(=O)(=O)N3CCCC3)c1)=NO2 (configuration not stated)	17	-24	-0.9	8	96	-2.9	-5	2	2	0.4	2.4
CC(=O)Nc1cccc(Oc2ncnc3scc(-c4ccc(C)cc4)c23)c1	-24	-24	-0.9	1	102	3.3	-17	-17	6	-0.2	3.1
C=CCn1c2ccccc2c(=O)c2cc(C#Cc3ccccn3)ccc21	4	-1	0.6	-4	101	-0.8	-14	-3	16	2.5	2.4

The order is random. Share with any hit: about 3.2%.
